High-throughput results (PubChem BioAssay)
PAX8 reporter – PAX8 transcriptional activity inhibition; inhibition, % at 12.6 µM; hit rate 1.2% among 360,000; RMG-I TPO-luciferase reporter, SteadyGlo, 24 h;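 active = mean replicate inhibition at least 60% with every replicate also reaching 60%; inconclusive = only one of the two criteria is met; inactive = mean below 60% and not all replicates reaching 60%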;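 note: luciferase light reporting Pax8 driven TPO promoter activity; plate controls were median of neutral control wells for no effect and mitoxantrone controls for full effect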
F508del corr – CFTR F508del correction in bronchial cells; CFBE cells, YFP halide quenching; stimulated with forskolin plus potentiator P3; % fluorescence drop versus neutral controls; activity (quench increase), % at 7.58 µM; hit rate 0.36% among 350,000;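 active = mean added fluorescence quench of at least 8% versus neutral control, with both replicates also reaching 8%; inconclusive = only one of the mean or replicate conditions met; inactive = mean below 8% and not both replicates reaching 8%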;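 note: cells transiently co-express mutant CFTR-F508del with the halide-sensitive YFP; corrector assay measuring rescue of mutant channel to the surface after 24 h compound exposure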
DENV2 CPE – protects cells from dengue virus 2 cytopathic effect; hit rate 1.7% among 350,000; DENV2-infected cells, cytopathic effect rescue, plate reader; CPE inhibition, % at 9.99 µM; AID 651640; in the data active = CPE inhibition above about 20%, passing the limit was not always enough; inconclusive = no clear call, values can overlap the other calls; tested in BHK-21 cells;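 note: 0% = median of neutral control wells and 100% = median of positive control wells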
EWS-Fli inh – inhibitors of EWS/Fli oncoprotein transcriptional activity; A673 NR0B1-luciferase reporter, viability-normalised; inhibition, % at 12.6 µM; hit rate 0.67% among 350,000;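 active = mean inhibition of at least 50% after viability correction, with every replicate also passing that limit; inconclusive = mean reaches 50% but only one of two replicates passes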;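 note: firefly luciferase signal divided by Alamar Blue viability fluorescence both relative to DMSO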
miR122 inh – miR-122 inhibition in Huh7 cells; hit rate 0.3% among 340,000; activation (reporter increase), % at 12.5 µM; Huh7 miR-122 Renilla luciferase sensor, 48 h; neutral wells = 0, positive control = 100; AID 602342;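 active = mean replicate activation score at least 90 and every replicate individually at or above 90; inconclusive = only one of the two criteria met; inactive = neither criterion met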;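 note: higher luciferase means less miR-122 activity so hits act as miR-122 inhibitors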
FN deposit inh – fibronectin deposition inhibition | AH1F fibroblasts, Alexa488-fibronectin deposition fluorescence, overnight | inhibition, % at 12.6 µM | hit rate 0.086% among 350,000 | AID 743247;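 active = mean inhibition across replicates of 30% or more, regardless of how many single replicates reach that level; inconclusive = mean under 30% yet at least half of replicates reach 30%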;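 note: positive control wells lacked labelled fibronectin entirely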
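Schedule: 1 h cell adhesion before compound, then overnight fibronectin incubation; test system: AH1F fibroblast monolayer depositing Alexa488-labelled fibronectin into matrix; quantity: 10000 AH1F cells per well; probe or stimulus: fluorescent fibronectin at 24 nM final; signal: fluorescence, ex 485 nm, em 525 nm; evaluation: percent inhibition as loss of matrix-bound fibronectin fluorescence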
INS-1E GSIS act – GLuc luminescence reporter in INS-1E cells, primary screen for activators of glucose-dependent secretion of insulin; hit rate 0.61% among 370,000; INS-1E GLuc reporter insulin secretion, 2-3 h; activation, % at 16.6 µM; AID 743287;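 active = lowest replicate activation of at least 40%, so every replicate reaches that level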;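 note: 0% = median of neutral control wells and 100% = median of IBMX positive control wells; some compounds called inactive have numbers as strong as hits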
* marks the source's active call; other numbers are inactive results; u = inconclusive; x = not tested or not shown; [ ] = another dose, or the depositor's remark. Rows were taken by chance (roughly 3.9% active in at least one column).

SMILES	PAX8 reporter	F508del corr	DENV2 CPE	EWS-Fli inh	miR122 inh	FN deposit inh	INS-1E GSIS act
C[C@@H]1CN([C@H](C)CO)C(=O)c2cccc(NC(=O)Nc3ccc(F)cc3)c2O[C@@H]1CN(C)Cc1ccc(C(=O)O)cc1	-11.5	-0.6	-4.5	-1.6	3.3[16.7 µM]	-0.7	4.6
Cc1ccc(S(=O)(=O)Oc2ccccc2/C=C2/SC(=O)NC2=O)cc1	-13.8	-2.0	1.5	-8.6	x	1.6	-55.8
CC1CCN(C(=O)CN(c2cccc(F)c2)S(C)(=O)=O)CC1	2.6	-2.4	6.1	-10.2	x	-7.1	7.4
Cc1ccc(S(=O)(=O)NC(=O)C2(C)CCN2C(=O)Cc2ccc(-c3ccccc3)cc2)nc1 (stereo not given)	2.4	0.2	-5.6	-7.4	-23.7	x	3.5
C[C@H]1CN([C@@H](C)CO)C(=O)c2cc(N(C)C)ccc2O[C@H]1CN(C)Cc1ccc2c(c1)OCO2	-8.3	3.1	-10.2	8.0	10.3[16.7 µM]	3.7	6.5
CC1CC(C)CN(CCC(=O)Nc2ccc3c(c2)CCC3)C1 (stereo not given)	-8.1	0.0	3.9	1.1	x	-8.3	3.5
C[C@H](CO)N1C[C@H](C)[C@@H](CN(C)Cc2ccc(C(=O)O)cc2)Oc2c(NC(=O)C3CCOCC3)cccc2C1=O	-2.1	2.3	-11.6	1.5	-2.8[16.7 µM]	x	22.5
Cc1cc(C)n(/N=C/c2ccc(C(C)C)cc2)c(=O)c1C#N	-9.4	x	1.6	-5.7	x	-12.3	7.9
CC=Cc1ccc2n(c1=O)C[C@H]1[C@H](CO)[C@@H](C(=O)N3CCCCC3)N(CC3CC3)[C@@H]21 (mixture of isomers)	x	-0.6	0.7	-12.4	0.0[16.7 µM]	x	11.2
Cc1sc2nc(CSC(C)C(=O)Nc3ccccn3)[nH]c(=O)c2c1C (stereo not given)	-50.6	2.4	16.5	-23.4	x	7.3	6.9
O=C(NC(=O)N1CCCCC1)c1ccc(Cl)cc1	-14.2	-2.3	-3.9	-0.1	-5.7	-6.0	7.8
COc1cc(OC)c(NC(=O)c2cncn2-c2ccc(F)cc2)cc1Cl	9.3	1.3	-9.1	13.0	11.5	-4.4	6.0
CCC(C)NC(=O)CCn1c(-c2ccccc2)cc(C(C)=O)c1C (stereo not given)	-13.5	x	x	x	x	-2.4	17.3
Cc1ccc(Cn2c3ccccc3c3cn[nH]c(=O)c32)cc1	-9.2	-1.0	1.5	-7.5	-3.6	6.5	0.5
COc1ccc(-c2csc(NC(=O)CSc3nnc(Nc4ccccc4C)s3)n2)cc1	11.6	-4.6	1.7	15.4	-2.1	0.5	3.9
COc1ccc(S(=O)(=O)N[C@H]2CC[C@@H](CC(=O)N3CCN(c4ccccc4)CC3)O[C@H]2CO)cc1	18.5	0.6	u	1.2	x	-7.2	-2.9
Cc1ccc(-c2ccc([C@@H]3[C@@H](CO)N4CCCCN(C)C[C@H]34)cc2)cc1	5.4	-3.8	8.3	-5.3	4.2[16.7 µM]	x	13.0
COc1ccc(S(=O)(=O)Cc2ccc(C(=O)NCCCN3CCc4ccccc4C3)o2)cc1	27.6	5.8	-0.5	19.6	0.6	-0.5	-5.5
CC(C)C[C@H]1CN=C(Nc2ccccc2)N1CC1CCC1	-8.2	0.5	17.5	3.0	3.0	-3.4	0.3
COc1ccc(-c2noc(CCC(=O)N3CCN(c4ccccc4OC)CC3)n2)cc1	5.0	1.2	0.1	4.2	-1.9	-0.5	-4.0

Ordered by length of the SMILES (largest number first): four of the compounds above
SMILES	PAX8 reporter	F508del corr	DENV2 CPE	EWS-Fli inh	miR122 inh	FN deposit inh	INS-1E GSIS act
Cc1ccc(S(=O)(=O)NC(=O)C2(C)CCN2C(=O)Cc2ccc(-c3ccccc3)cc2)nc1 (stereo not given)	2.4	0.2	-5.6	-7.4	-23.7	x	3.5
COc1ccc(-c2csc(NC(=O)CSc3nnc(Nc4ccccc4C)s3)n2)cc1	11.6	-4.6	1.7	15.4	-2.1	0.5	3.9
Cc1cc(C)n(/N=C/c2ccc(C(C)C)cc2)c(=O)c1C#N	-9.4	x	1.6	-5.7	x	-12.3	7.9
Cc1ccc(Cn2c3ccccc3c3cn[nH]c(=O)c32)cc1	-9.2	-1.0	1.5	-7.5	-3.6	6.5	0.5

The list goes on:
SMILES	PAX8 reporter	F508del corr	DENV2 CPE	EWS-Fli inh	miR122 inh	FN deposit inh	INS-1E GSIS act
Cc1cc(=O)[nH]c(SCCOc2ccc(OC(C)C)cc2)n1	-134.9	x	x	x	-3.3	3.6	x
CC=Cc1ccc2n(c1=O)C[C@@H]1[C@@H](CO)[C@H](C(=O)NCC3CCCCC3)N(C(=O)CC)[C@H]21 (mixture of isomers)	4.4	-0.4	x	-5.7	7.5[16.7 µM]	x	19.1
C/C(N)=C(/C#N)C(=O)COC(=O)c1cc2c(s1)CCC(C)C2 (stereo not given)	-56.6	0.0	7.1	-8.8	x	x	0.4
CC(=O)c1cccc(NC(=O)CCc2nnc3ccc(N4CCN(C)CC4)nn23)c1	4.8	-0.5	3.5	1.4	17.1	-11.5	-2.7
COc1ccc(S(=O)(=O)Nc2ccc3c(c2)[C@H]2C[C@H](CC(=O)O)O[C@H](CO)[C@H]2O3)cc1	x	-2.1	-2.6	-9.8	4.8[16.7 µM]	4.6	4.0
O=C(CSc1ccc(Br)cc1)NCC1(N2CCCCC2)CCCCC1	3.3	-2.1	u	0.7	-7.6	x	26.4
Cc1cc(C)n2nc(SCc3nnc(-c4ccccc4Br)o3)nc2n1	3.0	1.0	-0.4	-15.2	6.9	5.7	11.9
CN1C(=O)c2cc(NC(=O)C3CCOCC3)ccc2OC[C@H]2O[C@H](CC(=O)NCc3ccccc3F)CC[C@@H]21	7.1	-0.6	-9.2	2.8	3.7[16.7 µM]	-4.5	5.6
O=C(OCC(=O)N1c2ccccc2Sc2ccccc21)c1ccc[n+]([O-])c1	3.6	0.6	u	-7.0	x	0.1	-3.1
Cc1ccc(C)c(NC(=O)Cn2nnc(-c3ccc(N4CCOCC4)cc3)n2)c1	-21.1	4.1	-0.4	-25.0	x	5.4	2.0
FC(F)(F)c1cc(-c2ccco2)nc(NCc2ccc(Cl)cc2)n1	9.9	x	x	x	-4.7	6.1	5.5
COc1cc(/C=N/NC(=O)CNS(=O)(=O)c2ccc(C)cc2)cc(OC)c1OC	11.1	-0.1	-1.2	-6.9	x	-5.6	1.8
COc1ccc(/C=N/NC(=O)Cc2cc(OC)c(OC)cc2[N+](=O)[O-])cc1	10.1	x	-8.0	-3.9	-4.1	-1.7	2.5
Cc1cccc(C(=O)/C=C2/c3ccccc3CC(C)(C)N2C)c1	x	0.3	-5.2	12.6	10.5	x	x
COc1ccc(OCC(=O)Nc2ccccc2C(=O)N2CCOCC2)cc1	-13.3	-2.1	-0.7	-6.5	x	x	3.5
Cn1ncc(S(=O)(=O)Cc2ccccc2)c(Cl)c1=O	-3.0	-3.1	-0.5	7.5	-6.1	5.0	-2.8
COCC#Cc1ccc([C@H]2[C@@H](CO)N3C(=O)CN(C(=O)C4CCCC4)C[C@H]23)cc1	x	1.4	-7.0	-7.1	x	5.8	5.6
Cc1ccc(C(=O)NC(=O)OCCn2c(C)cnc2[N+](=O)[O-])cc1	10.3	1.1	0.4	-2.5	1.0	5.5	1.2
O=C(c1ccccc1)N1CC(=O)N2[C@H](C1)[C@H](c1ccc(-c3ccccc3)cc1)[C@@H]2CO	x	-4.4	-4.0	-0.4	x	11.3	-14.9
C[C@H]1CN([C@@H](C)CO)C(=O)c2cc(NC(=O)NC3CCCCC3)ccc2O[C@@H]1CN(C)C(=O)NC1CCCCC1	x	-1.8	-5.4	-5.6	2.4[16.7 µM]	x	-0.3
COc1ccc(S(=O)(=O)Nc2ccc3c(c2)CC(=O)N([C@@H](C)CO)C[C@@H](C)[C@@H](CN(C)S(C)(=O)=O)O3)cc1	-56.2	1.2	-5.4	-8.4	9.4[16.7 µM]	2.4	20.4
CCC(C(=O)OCn1nnc2ccccc2c1=O)c1ccccc1 (stereo not given)	6.1	4.3	18.5	3.5	x	-6.9	-1.0
COc1cccc2cc3c(=O)n(-c4ccccc4)nc-3oc12	29.4	0.3	-8.1	6.3	3.0	13.6	x
CCCN(C)C[C@@H]1Oc2ncc(-c3cccc(F)c3)cc2C(=O)N([C@H](C)CO)C[C@@H]1C	x	2.9	-0.7	-2.9	18.5[16.7 µM]	4.7	-22.6
CCNC(=O)Cn1cnc2c1c(=O)n(C)c(=O)n2C	1.2	x	x	x	-23.9	3.8	x
O=C(CNC(=O)c1ccccc1F)NCc1ccccn1	4.1	-3.1	-1.8	-5.4	3.2	0.8	10.4
COc1ccc(S(=O)(=O)N(C)C[C@H]2Oc3ccc(NS(=O)(=O)c4ccc(Cl)cc4)cc3CC(=O)N([C@@H](C)CO)C[C@H]2C)cc1	8.0	-0.5	-5.4	3.9	-5.0[16.7 µM]	8.4	-10.3
Cc1ccc(/C=N/Nc2cccc(C(=O)O)c2)s1	53.1	x	x	x	-1.8	5.3	23.2
O=c1ccnc(Nc2ccc(Cl)cc2)[nH]1	-1.7	-1.0	-8.9	10.7	3.6	1.4	-1.8
O=C(Nc1ccc2c(c1)[C@@H]1C[C@@H](CC(=O)N3CCOCC3)O[C@@H](CO)[C@@H]1O2)C1CCC1	0.6	1.2	-5.0	2.7	2.7[16.7 µM]	0.9	-6.0
C[C@H]1CN([C@@H](C)CO)C(=O)c2cc(NC(=O)C3CC3)ccc2O[C@@H]1CN(C)Cc1ccc(C(F)(F)F)cc1	-0.2	-0.8	-5.6	3.8	-3.1[16.7 µM]	x	-12.6
CC(=O)Nc1ccccc1C(=O)C(=O)Nc1cccc(C(=O)N2CC(C)CC(C)C2)c1 (stereo not given)	14.7	1.1	-3.8	7.2	x	4.2	4.6
CCOc1ccccc1NC(=O)CSc1nnnn1C1CCCC1	13.4	-1.8	2.8	1.7	8.5	12.7	37.5
CC1CCc2sc(C(=O)NCC(c3ccco3)N3CCCCC3)cc2C1 (stereo not given)	0.3	0.7	-2.9	23.0	9.4	3.3	-31.4
CCOC(=O)C1CCC(C(=O)OCC)N1c1ccc(C=O)cc1 (stereo not given)	25.2	0.2	-7.6	-2.4	x	2.0	19.3
CN(C)c1nc(OCc2ccccc2)c2ncc(=O)[nH]c2n1	-17.3	-2.9	-0.1	-5.2	x	10.1	3.7
COc1ccc(-n2c(SCC(=O)Nc3ccccc3)nnc2-c2ccc(NS(=O)(=O)c3ccc(C)cc3)cc2)cc1	x	x	x	x	1.7	-1.3	-10.8
O=C(N[C@H]1CC[C@H](CCn2cc(C3(O)CCCC3)nn2)O[C@@H]1CO)c1ccccc1F	9.9	-0.6	5.8	-1.8	-6.9[16.7 µM]	-6.1	-1.3
CCOc1cc(C=O)cc(N=Nc2cccc([N+](=O)[O-])c2)c1O	16.7	3.5	-8.2	2.0	x	4.2	5.1
O=S1(=O)N[C@H](Cc2ccccc2)COc2cccc(N3CCC[C@@H]3CO)c21	9.6	5.2	0.4	2.4	x	-4.0	-12.3
O=C(NC1CCCC1)C(C1CC1)n1c(C2CCCC2)nc2ccccc21 (stereo not given)	-8.9	-0.9	50.6*	-7.1	x	-0.4	5.1
